From PubChem BioAssay
Artemis endo inh = Artemis (human) endonuclease inhibition | Q96SD1 | recombinant Artemis, quenched FAM hairpin cleavage fluorescence | inhibition, % at 10 µM | actives 0.78% (n = 30,000);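 active = at 10 µM dose, at least 30% inhibition, measured as corrected fluorescence normalized to stimulator and neutral control wells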
Target sequence (Q96SD1 whole entry, looked up): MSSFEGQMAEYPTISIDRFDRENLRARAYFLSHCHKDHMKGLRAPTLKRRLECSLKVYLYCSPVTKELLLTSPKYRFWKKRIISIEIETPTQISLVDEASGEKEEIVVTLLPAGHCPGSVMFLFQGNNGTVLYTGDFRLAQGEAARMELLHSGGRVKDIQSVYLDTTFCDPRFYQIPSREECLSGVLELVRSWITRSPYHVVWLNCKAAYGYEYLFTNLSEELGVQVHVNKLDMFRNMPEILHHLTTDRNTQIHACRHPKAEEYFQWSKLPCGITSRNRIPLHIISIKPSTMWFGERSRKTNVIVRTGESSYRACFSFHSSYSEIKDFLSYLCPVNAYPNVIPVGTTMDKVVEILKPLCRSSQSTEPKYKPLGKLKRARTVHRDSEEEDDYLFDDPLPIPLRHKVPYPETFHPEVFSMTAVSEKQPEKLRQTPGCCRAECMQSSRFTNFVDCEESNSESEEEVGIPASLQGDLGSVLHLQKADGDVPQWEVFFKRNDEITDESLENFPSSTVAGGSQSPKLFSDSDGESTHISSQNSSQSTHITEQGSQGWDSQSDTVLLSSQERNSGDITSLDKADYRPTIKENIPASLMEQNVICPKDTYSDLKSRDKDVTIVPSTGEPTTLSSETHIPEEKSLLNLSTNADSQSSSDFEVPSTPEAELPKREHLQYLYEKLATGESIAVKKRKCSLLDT
* marks the source's active call; other numbers are inactive results. An excerpt; rates above refer to the full screens.

Compound	Artemis endo inh
C=CCn1c(=O)c2ccccc2n2c(SCc3nc4ccccc4s3)nnc12	5.6
COc1ccc(NC(=O)Cn2cnc3c(cnn3-c3ccc(C)c(C)c3)c2=O)c(OC)c1	-2.8
COc1ccc(CCNC(=O)CSc2nc(C)nc3c2oc2ccccc23)cc1OC	-11.2
COC(=O)C1=C(C)NC(=O)C1(NC(=O)c1cccnc1)C(F)(F)F (stereo unspecified)	-9.0
CCOC(=O)C1CCN(C(=O)COc2ccc(Cl)cc2)CC1	-9.6
CC(C)CN(/C=N/c1sc2c(c1C#N)CCCCC2)CC(C)C	4.5
CCOC(=O)c1c(NC(=S)NC(=O)c2cnn(CC)c2)sc2c1CCC(C)C2 (stereo unspecified)	-5.3
CCCCCCn1c(SCCN2CCOCC2)nc2c1c(=O)[nH]c(=O)n2C	6.4
C=CCn1c(=N)c(C#N)cc2c(=O)n3ccccc3nc21	4.0
COC(=O)[C@@H](NC(=O)Nc1ccc2c(c1)OCCO2)C(C)C	-8.8
O=C(NCc1cccs1)[C@@H]1CSC2c3ccccc3C(=O)N21 (stereo partly specified)	-5.8
CN(C)c1ccc(/C=N\NC(=O)c2csnn2)cc1	-0.4
CCOCCCNC(=O)C(c1ccccc1)N(Cc1ccc2c(c1)OCO2)C(=O)CNC(C)=O (stereo unspecified)	8.3
COc1ccc(Cl)cc1NC(=O)C1CCCN(S(=O)(=O)c2cccc3nonc23)C1 (stereo unspecified)	2.4
Cc1ccn2cc(CSc3ccccc3)nc2c1	-2.0
CC1CCN(C(=O)c2scc3c2OCCO3)CC1	7.7
CC(=O)NNc1cc(=O)c2c(=O)n(C)c(=O)n(C)c2[nH]1	1.0
CCn1c(=O)n(CC(=O)NCc2ccccc2OC)c(=O)c2ccccc21	1.1
COc1cccc(CC2CC(=O)N(CCc3ccc4c(c3)OCO4)C2=O)c1 (stereo unspecified)	2.4
O=C(Nc1nccs1)c1ccccc1N=Cc1ccccc1	-3.6
COc1ccc(NC(=O)CSc2nc3c(c(=O)n2-c2ccc(F)cc2)SCC3)c(OC)c1	1.9
NNC(=O)CNC(c1ccccc1)c1cc(Br)ccc1NC(=O)CCN1CCOCC1 (stereo unspecified)	3.5
Cc1ccc(C(=O)Nc2ccccc2SCC2CSc3nc4ccccc4c(=O)n32)cc1 (stereo unspecified)	-1.7
Cn1c(NCCc2ccccc2)cc(=O)n(C)c1=O	6.7
CCCCCC1CC(=O)N(Cc2ccc(Cl)cc2)C(=O)N1 (stereo unspecified)	2.8
CCn1c(COc2ccccc2)nnc1SCC(=O)Nc1ccc2c(c1)OCCO2	-7.1
O=C(N/N=C/c1c[nH]c2ccccc12)c1ccn(Cc2ccc(Cl)cc2)n1	10.4
Cc1[nH]n(-c2cccc(Cl)c2)c(=O)c1-c1ccc(Cl)cc1	1.1
O=C(NNC(=O)[C@@H]1CCCC[C@@H]1C(=O)O)c1cccs1	4.6
COc1cc(CCN2C(=O)c3cccc4cccc(c34)C2=O)c(S(=O)(=O)NCCCO)cc1OC	2.1
CC1CC(c2ccccc2)n2nc(NC(=O)c3ccco3)nc2N1 (stereo unspecified)	4.5
CCOC(=O)c1cnn(-c2ccccc2)c1-n1cccc1C(=O)C(=O)Nc1ccc(OC)cc1	0.9
CC(C)N1C(=O)C2ON(c3ccccc3)C(c3cccs3)C2C1=O (stereo unspecified)	8.3
C/C(CC(=O)NCc1ccco1)=N\NC(=O)C(c1ccccc1)c1ccccc1	0.4
CC(C)CNC(=O)COC(=O)c1ccc(Cl)c(S(N)(=O)=O)c1	2.3
O=C(CCCSc1nc2sc3c(c2c(=O)[nH]1)CCC3)NCCO	-1.0
Cc1ccc2c(C)c(C(=O)Nc3nnc(C)s3)oc2c1	8.9
CC1(C)CC(=O)C2=C(C1)N(CCN1CCOCC1)C1=C(C(=O)CC(C)(C)C1)C2c1cccc(F)c1	11.4
CCN(C(=O)COC(=O)c1ccc(OCc2c(C)noc2C)cc1)c1ccccc1	-1.8
CC(C)C(NC(=O)/C=C/c1ccc(F)cc1)C(C)C	-6.5
CCOC(=O)c1sc(N(Cc2ccccc2)C(=O)CSc2nnc(C3CC3)n2N)nc1C	0.4
CCOC(=O)c1sc2nc(N3CCOCC3)c3c(c2c1N)CCCC3	8.2
Cc1ccc(-c2csc(NC(=O)C3CC=CCC3C(=O)O)c2C(=O)OC(C)C)cc1 (stereo unspecified)	-6.3
CCc1nnc(NC(=O)C2c3ccccc3Oc3ccccc32)s1	0.1
Cn1cccc1/C=N/n1c(-c2ccccc2)n[nH]c1=S	-1.0
COc1cc(C(=O)Nc2ccccc2-c2nnn(CC(N)=O)n2)cc(OC)c1OC	0.2
COc1ccc(NC(C)=O)cc1NC(=O)CN1CCN(CC(=O)Nc2ccc(Cl)cc2)CC1	-1.7
C(=N\c1nc2ccccc2n1CCN1CCCCC1)/c1cccs1	3.7
CN(C)c1ccc(C=Nc2cnn(C)c2C(N)=O)cc1	4.1
CCOC(=O)c1ccc(Nc2nc(C(=O)OCC)nc3ccccc23)cc1	3.9
CN1CCN(CCCNC(=O)Nc2cccc3ccccc23)CC1	-10.1
CCOC(=O)C1C(=O)NC(c2ccccc2)=NC1c1ccccc1 (stereo unspecified)	7.3
O=C(Nc1ccccc1N1CCOCC1)c1cc(-c2ccco2)nc2ccccc12	6.5
Cc1nnc(NC(=O)c2cccc(S(=O)(=O)N3CCOCC3)c2)s1	0.8
O=C(Nc1ccc(N2CCN(C(=O)c3ccco3)CC2)c(Cl)c1)c1c(F)c(F)c(F)c(F)c1F	3.0
O=C1Cc2ccccc2N1c1c(Cl)cccc1Cl	-5.9
COc1ccc(NS(=O)(=O)c2ccc3oc(SC4CCOC4=O)nc3c2)cc1 (stereo unspecified)	6.4
N#Cc1cccc(-c2cn(S(=O)(=O)c3ccc(Cl)cc3)nc2N)c1	3.0
C=C(C)c1cccc(C(C)(C)NC(=O)N2CC(C)OC(C)C2)c1 (stereo unspecified)	-7.0
COC(=O)Cn1c(C)c(C(C)=O)c(C(C)=O)c1C	-6.5

Next section.
Compound	Artemis endo inh
COC(=O)c1ccc2c(c1)nc(C)n2CCO	0.0
O=C1CCCC(=O)C1=Cc1c[nH]c2ccccc12	-1.0
Cc1nn(-c2ccccc2)c2c1C(c1ccncc1)C(C#N)=C(N)O2 (stereo unspecified)	2.7
OCCNc1nc2ccccc2n1-c1ncnc2sc3c(c12)CCC3	-5.8
CC1(N2CCCCC2)CC2(O)C(=[N+]1[O-])CCC/C2=N\O (stereo unspecified)	11.1
COc1ccc(C(=O)C(CN2CCOCC2)c2ccccc2)cc1F (stereo unspecified)	0.4
COc1ccc(C(=O)c2nc3c(n2O)CCCC3)cc1OC	-6.2
CC(=O)NC1CSCC1OC(C)=O (stereo unspecified)	-4.5
CCOC(=O)c1sc2nc(C(C)C)c3c(c2c1N)CC(C)(C)OC3	12.4
CCCCN=CC1=C(O)C(C(=O)OC)C(C)(C)CC1=O (stereo unspecified)	-5.2
CCC(=O)n1nc(-c2ccc(OC)cc2)nc1SC	-7.4
O=C(N1CCCCC1)C1(c2ccccc2)CCOCC1	-0.7
O=C(Nc1ccccc1C(=O)NCc1ccccc1)c1ccco1	-7.5
CC(C)(C)Cc1nc(-c2ccccn2)no1	-2.7
O=C1/C(=C/c2cccnc2)Sc2ccccc21	3.9
Cc1sc2nc(CN3CCCC3)nc(N3CCC(C(N)=O)CC3)c2c1C	0.2
CC1CCCC(NC(=O)CSc2ncccc2C(=O)O)C1C (stereo unspecified)	-0.9
Cc1ccc(NC(=O)/C(C#N)=C/c2ccc(C)s2)c(C)c1	-21.3
CCOC(=O)c1c(C)n(CCNC(C)=O)c2ccc(OC)cc12	-9.4
CCOC(=O)c1c(NC(=O)CN2CCCCC2)sc2c1CCC(C=O)=C2Cl	13.9
O=C(O)C1CC(=O)N(c2ccc(F)c(F)c2)C1 (stereo unspecified)	-0.3
CCOc1ccc(N/C=C/C(=O)c2ccc(C)cc2)c([N+](=O)[O-])c1	-2.9
COc1cccc(-n2ccnc2SCC(=O)NCc2ccccc2)c1	-2.1
CCCCC1(C)NC(=O)c2c(C)sc(C(=O)OCC)c2N1 (stereo unspecified)	6.7
CCN(CC)S(=O)(=O)c1cccc(-c2nnc(SCc3nnc(-c4ccccc4)o3)n2C)c1	-2.3
CCOC(=O)c1sc2nc(N3CCOCC3)c3c(c2c1N)CCN(Cc1ccccc1)C3	5.4
CC(C)(O)C(=O)NN(C(=O)c1ccccc1)c1cccc(Br)c1	-17.1
COc1ccc(C(=O)Nc2ccc(N3CCN(c4ccc(OC)cc4)CC3)c(C#N)c2)cc1	-2.5
COc1cc(NC(=O)C2CCCC2)c(OC)cc1Cl	0.0
COc1cccc(-n2nc3c(=S)[nH]nc(C)c3c2C)c1	-0.6

Given as labelled records: entries from further up.
> COc1ccc(C(=O)C(CN2CCOCC2)c2ccccc2)cc1F (stereo unspecified)
  Artemis endo inh: 0.4
> CCCCCCn1c(SCCN2CCOCC2)nc2c1c(=O)[nH]c(=O)n2C
  Artemis endo inh: 6.4
> COc1ccc(NC(=O)CSc2nc3c(c(=O)n2-c2ccc(F)cc2)SCC3)c(OC)c1
  Artemis endo inh: 1.9

Next section:
Compound	Artemis endo inh
CN1CC2(C)CN(C(c3ccccc3)c3ccccc3)CC(C)(C1)C2O (stereo unspecified)	6.7
CCOC(=O)c1c(-c2ccncc2)csc1N	-1.4
OC12CCCCC1C(c1ccc3c(c1)OCO3)N(Cc1ccc(F)cc1)CC2 (stereo unspecified)	2.1
O=[N+]([O-])c1cccc(Cl)c1NCCNc1ncc(C(F)(F)F)cc1Cl	-2.2
COc1ccc(C(=O)/C(=C/c2cccs2)c2nc3ccccc3o2)cc1	5.8
CCOc1ccc2nc(NC(=O)C(CC)Sc3nc(C)cc(=O)[nH]3)sc2c1 (stereo unspecified)	25.6
CCCCC(=O)OCCNC(=O)c1cc2ccccc2oc1=O	-0.7
CCN1CCCC1CNC(=O)c1cc2c(-c3cccc(OC)c3)nn(C)c2s1 (stereo unspecified)	2.3
COc1cccc(/C=N/NC(=O)CCc2c(C)n[nH]c2C)c1	-9.2
CCCCN(Cc1cc2cc(OC)ccc2[nH]c1=O)C(=O)COc1ccccc1	4.2
CCc1c(C)nc2cc(-c3cc(OC)cc(OC)c3)nn2c1N1CCN(CCN2CCOCC2)CC1	-5.6
O=C(Nc1cccc(S(=O)(=O)C(F)F)c1)c1ccc(Cl)c(S(=O)(=O)N2CCOCC2)c1	-1.6
Cc1ccc(CC(=O)Nc2ccccc2N2CCOCC2)cc1C	3.5
CCCCOC(=O)Nc1nc2ccccc2s1	5.0
Cc1nn(CC(=O)NCCN2CCOCC2)c(C)c1[N+](=O)[O-]	-4.4
CC1(C)CC(=O)C2=C(C1)Nc1nc(SCCN3CCOCC3)[nH]c(=O)c1C2c1cccs1 (stereo unspecified)	-2.3
COc1ccccc1OCc1nnc(SCC(=O)Nc2ccc(C)cc2)n1C	6.0
COC(=O)c1nnn(CC(=O)Nc2cccc(OC)c2)c1C(=O)OC	3.4
Cc1cc(C(F)(F)F)n2ncc(-c3ccc(F)cc3)c2n1	2.9
O=C(O)c1[nH]c2ccc(Cl)cc2c1CC(=O)N1CCN(C(=O)c2ccco2)CC1	5.1
CC(C)CC(=O)Nc1nc2c(c(=O)[nH]1)CCCC2	-6.0
CCOC(=O)/C=C1\SCC(=O)N1CCOc1cccc(Br)c1	3.1
C=CCn1c(=N)c(C(=O)NCCCOC)cc2c(=O)n3ccccc3nc21	10.0
CSCC[C@H](NC(=O)OC(C)(C)C)c1nnc(SCC(N)=O)o1	3.3
Cc1ccc(-c2nnc(-c3ccccc3)o2)cc1Br	-3.8
O=C(Nc1ccc2c(c1)OCO2)c1cc2ncc(Br)cn2n1	22.2
O=C(Nc1nc(-c2ccccc2)c(-c2ccccc2)o1)c1ccc(F)cc1	9.9
CCOc1ccc(S(=O)(=O)N2CCN(C)CC2)c(C)c1C	7.1
O=C(C1CC1)N(CCc1ccccc1)Cc1nc2ccccc2c(=O)[nH]1	0.4
CS(=O)(=O)NCc1nnc(SCC(=O)NC2CCCCC2)n1-c1ccc(F)cc1	6.9
CCCC(C(=O)NCc1ccco1)N(C(=O)CNS(=O)(=O)c1ccccc1)C1CCCC1 (stereo unspecified)	9.7
O=C1c2cccnc2C(=O)N1CO	-1.4
CCc1c(C)nc2cc(-c3cccs3)[nH]n2c1=O	-1.8
CC(C)(C)C1CCc2[nH]nc(C(=O)O)c2C1 (stereo unspecified)	2.9
CSc1nnc(C2CCCN2)n1C (stereo unspecified)	4.9
CCCCCCCn1ccc(=N)cc1	-1.5
Cc1ccc(S(=O)(=O)N/N=C/c2ccc(OC3CSC3)cc2)cc1	-2.1
COC(=O)c1c(C#N)c(N)nc2c1CCC2	10.3
N#CC12CCCCC1CC1CCCCC1(C#N)N2Cc1ccccn1 (stereo unspecified)	-8.4
O=C(O)CCc1ccc(-c2cccs2)n1NC(=O)c1ccco1	-5.3
CC(=O)Nc1ccc(S(=O)(=O)NCc2ccc(C(=O)NCCN3CCCCCC3)cc2)cc1	0.8
O=S1(=O)CCN2C(=N1)SC1=C2CCN(Cc2ccccc2)C1	-4.2
CC12CCC(C(=O)N3CCN(c4ncccn4)CC3)(c3nc4ccccc4nc31)C2(C)C (stereo unspecified)	-2.3
CCCC/C(C)=N/NC(=O)Nc1ccccc1	1.1
C=CCc1cccc2cc(NC(C)=O)c(=O)oc12	-4.1
CCOc1cc(CNCCc2ccc(S(N)(=O)=O)cc2)ccc1OCc1ccc(Cl)cc1	11.2
N#CCCN(C1CCCCC1)S(=O)(=O)CCOc1ccccc1	-6.1
